# GC-B act – human GC-B receptor activators, primary screen, HEK293 GC-B cells, cGMP TR-FRET, EC30 CNP; Atrial natriuretic peptide receptor 2 (Homo sapiens), P20594; 0% at EC30 CNP, 100% saturating CNP; activation, % at 10 µM; actives 0.11% (n = 370,000); AID 1920062, 2024;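 active = activation at 10 µM reaching about 35% in either raw or pattern-adjusted values, limit read from the data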
# SMARCA2 activ – SMARCA2 (BRM) function activators, primary screen, cell-based, luminescence, high throughput. actives 1% (n = 370,000). MG213 cells, MMTV-luciferase reporter, dexamethasone, overnight. AID 652017, 2013. activation, % at 9.1 µM; in the data active = activation above about 7.8%;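 also: 0% = vehicle wells and 100% = reference activator wells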
# FXN GAA850 act – FXN promoter activators, primary screen, cell-based, luciferase luminescence, HEK293 lucGAA850; activation, % at 6 µM; AID 540364, 2011; HEK293 lucGAA850 FXN promoter luciferase reporter, 24 h; percent of 10 µM SAHA response; actives 0.56% (n = 360,000);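 active = activation above the average of all compounds screened plus 3 SD, cutoff fixed separately per campaign, cut at about 7.5% in these data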;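 also: 0% = DMSO wells and 100% = 10 µM SAHA wells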
# DAX1 inh-1 – DAX1 (NR0B1) inhibitors, primary screen, cell-based, HEK293, Gal4-DAX1, luciferase luminescence; Nuclear receptor subfamily 0 group B member 1 (Homo sapiens), P51843; HEK293 Gal4-DAX1 luciferase reporter; inhibition, % at 6.75 µM; actives 0.99% (n = 340,000); AID 504766, 2011;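 active = inhibition above the mean over all tested compounds plus 3 SD, cut at about 4.2% in these data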;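 also: 0% = DAX1-transfected cells with DMSO and 100% = empty-vector control cells with DMSO; inhibition shows as a rise in luminescence from relieved DAX1 repression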
# HGIII-sPLA2 inh – human group III sPLA2 inhibitors, primary screen, biochemical, QFRET, BODIPY PC-A2 liposome substrate | actives 0.56% (n = 370,000) | inhibition, % at 12.2 µM | AID 743126, 2013 | QFRET BODIPY PC-A2 liposome hydrolysis, fluorescence | Group 3 secretory phospholipase A2 (Homo sapiens), Q9NZ20;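 active = inhibition above mean plus 3 SD of compounds lying within the high and low control bounds, cut at about 19% in these data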;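 also: 0% = median of test compound wells and 100% = no enzyme DMSO wells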
# Target sequence (Q9NZ20 whole entry, looked up): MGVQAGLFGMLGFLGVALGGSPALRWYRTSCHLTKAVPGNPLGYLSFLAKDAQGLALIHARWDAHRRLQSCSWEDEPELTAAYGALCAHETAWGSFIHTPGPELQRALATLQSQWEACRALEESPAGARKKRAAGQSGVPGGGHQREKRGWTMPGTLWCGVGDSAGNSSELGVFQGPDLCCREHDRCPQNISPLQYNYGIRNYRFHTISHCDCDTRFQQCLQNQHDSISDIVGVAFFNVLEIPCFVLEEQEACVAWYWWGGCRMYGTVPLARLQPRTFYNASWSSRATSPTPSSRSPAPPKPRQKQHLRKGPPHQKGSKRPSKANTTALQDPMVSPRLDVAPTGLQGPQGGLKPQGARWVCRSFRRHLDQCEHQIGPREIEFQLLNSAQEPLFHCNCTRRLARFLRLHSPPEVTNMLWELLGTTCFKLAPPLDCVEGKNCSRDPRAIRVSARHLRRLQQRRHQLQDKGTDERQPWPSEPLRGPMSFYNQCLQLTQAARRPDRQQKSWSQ
# DAX1 inh-2 – DAX1 (NR0B1) inhibitors on StAR promoter, primary screen, cell-based, luminescence, SF-1 (NR5A1), full-length DAX-1; HEK293T StAR-luciferase reporter, SF-1/DAX-1 repression relief; inhibition, % at 6.8 µM; actives 1.1% (n = 370,000); AID 652010, 2013;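 active = inhibition above the mean over all tested compounds plus 3 SD, cut at about 3.6% in these data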;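 also: 0% = DAX-1 cells with DMSO and 100% = cells lacking DAX-1 with DMSO; higher inhibition means more luminescence from relief of DAX-1 repression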
# ssDAF-12 act – S. stercoralis DAF-12 nuclear receptor activators, primary screen, cell-based, luminescence, HEK293, GRIP1 co-expression, lit1-tk-luc | Nuclear hormone receptor DAF-12 (Strongyloides stercoralis) | HEK293 ssDAF-12/GRIP1 lit1-tk-luc reporter; % of 3 µM dafachronic acid response | activation, % at 6.8 µM | actives 1% (n = 370,000) | AID 652126, 2013;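 active = activation above the mean over all tested compounds plus 3 SD, cut at about 0.9% in these data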;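 also: 0% = DMSO-only wells and 100% = 3 µM delta7-dafachronic acid wells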
# hcDAF-12 act – H. contortus DAF-12 nuclear receptor activators, primary screen, cell-based, luminescence, HEK293, lit1-tk-luc reporter; HEK293 hcDAF-12 lit1-tk-luc reporter; 0% DMSO, 100% Δ7-dafachronic acid; activation, % at 6.8 µM; actives 1.4% (n = 370,000); AID 652067, 2013;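 active = activation above the mean of all tested compounds plus 3 SD, cut at about 5.5% in these data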;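 also: 100% = response to 3 µM Δ7-dafachronic acid high control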
# hgDAF-12 ag – H. glycines DAF-12 receptor agonists, primary screen, cell-based, luminescence, HEK293, GAL4 fusion, UAS-luciferase; Nuclear hormone receptor DAF-12 (Heterodera glycines), GAL4 fusion; HEK293 GAL4-hgDAF12 UAS-luciferase reporter, agonist luminescence; normalized to butyrate control; activation, % at 6.8 µM; actives 1.8% (n = 370,000); AID 687014, 2013;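 active = activation above a cutoff set at the mean of all screened compounds plus 3 SD, cut at about 10% in these data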;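 also: 0% = DMSO wells and 100% = sodium butyrate wells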
# NPR1 activator – GC-A stimulated cGMP production enhancers – HEK293 GC-A cells, cGMP TR-FRET, EC30 ANP, primary screen. actives 0.14% (n = 370,000). AID 1671463, 2021. 0% at EC30 ANP, 100% saturating ANP. Atrial natriuretic peptide receptor 1 (Homo sapiens), P16066. activation, % at 10 µM; in the data active = activation above about 40%
# ADAM10 inh – human ADAM10 inhibitors, primary screen, biochemical, QFRET, HTS; Disintegrin and metalloproteinase domain-containing protein 10 (Homo sapiens), O14672; recombinant ADAM10, EDANS/DABCYL FRET peptide cleavage, 3 h; inhibition, % at 7 µM; actives 0.62% (n = 370,000); AID 720582, 2013;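 active = inhibition above a per-campaign cutoff equal to the mean of compounds falling between control-based bounds plus 3 SD, cut at about 20% in these data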;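 also: 0% = DMSO wells while the 100% control is not disclosed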
# Target sequence (O14672 214-748 limits assumed): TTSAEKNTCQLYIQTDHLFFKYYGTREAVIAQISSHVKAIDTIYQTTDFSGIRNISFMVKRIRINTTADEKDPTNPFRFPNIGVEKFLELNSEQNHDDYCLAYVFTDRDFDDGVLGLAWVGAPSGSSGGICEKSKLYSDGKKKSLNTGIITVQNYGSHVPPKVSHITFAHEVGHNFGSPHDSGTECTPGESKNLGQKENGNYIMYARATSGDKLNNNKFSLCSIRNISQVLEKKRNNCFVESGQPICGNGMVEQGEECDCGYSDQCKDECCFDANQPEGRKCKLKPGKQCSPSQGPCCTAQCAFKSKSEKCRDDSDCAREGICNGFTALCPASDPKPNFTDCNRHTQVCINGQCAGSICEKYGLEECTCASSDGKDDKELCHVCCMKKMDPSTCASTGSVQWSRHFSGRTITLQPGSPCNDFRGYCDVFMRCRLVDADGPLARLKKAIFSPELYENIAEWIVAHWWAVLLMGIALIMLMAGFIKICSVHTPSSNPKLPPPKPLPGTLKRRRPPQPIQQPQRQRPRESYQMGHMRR
# Active calls of the source: *; i = inactive; . = not tested or not shown.
SMILES	hcDAF-12 act	HGIII-sPLA2 inh	hgDAF-12 ag	GC-B act	SMARCA2 activ	DAX1 inh-1	DAX1 inh-2	ADAM10 inh	FXN GAA850 act	ssDAF-12 act	NPR1 activator
N#Cc1ccc(NC(=O)Nc2ccc(Oc3ccc(NC(=O)Nc4ccc(C#N)cc4)cc3)cc2)cc1	-1.4	2	-0.7	-1	-4	-0.5	-0.8	-2	-9.1	-1.4	-9
Nn1c(C2COc3ccccc3O2)n[nH]c1=S (configuration not stated)	-0.3	7	-4.7	-4	3	1.1	0.1	-2	0.3	-1.8	-6
CCCCN1CC[C@H]2C=CC[C@@H](C(=O)N3CCN(c4ccccc4)CC3)[C@H]2C1=O	-1.2	7	1.6	-1	0	-0.3	-0.3	-5	-1.7	-0.7	2
Cc1n[nH]c(=O)nc1N1CCN(c2ccccc2)CC1	-0.6	-1	-1.8	-4	-1	0.2	0.4	-5	1.1	-1.5	-5
Cc1nc2c(Br)cc(Br)cc2cc1O	-1.0	-30	-0.1	-2	-5	-0.1	-0.1	7	0.3	-1.7	0
CCCNC(=O)CCCN1C(=O)c2ccccc2Sc2ncccc21	0.5	0	-0.8	9	0	0.4	0.3	-1	-0.3	-0.7	0
CCC(C(=O)NC1CCCC1)N(C(=O)Cn1nnc(-c2ccc(C)o2)n1)c1ccc(F)cc1 (configuration not stated)	0.1	0	-1.1	-6	-1	-1.1	0.2	-3	-2.5	-1.1	3
Cc1cnc(C(=O)OCC(=O)Nc2cc(S(=O)(=O)N3CCCCC3)ccc2Cl)cn1	-1.3	-5	-1.4	-2	3	-0.5	0.2	3	1.2	-1.1	-9
CCOC(=O)c1sc(NC(=O)c2cccc(S(=O)(=O)N3CCN(C)CC3)c2)cc1C	0.1	-24	-0.7	-7	2	-0.8	-0.7	6	-0.1	-0.9	-6
Cc1cn(CC(=O)NCC2CCCO2)c(=O)[nH]c1=O (configuration not stated)	-0.1	-4	-1.1	-1	-5	-1.3	0.6	1	0.8	0.3	5
O=C(O)c1cc([N+](=O)[O-])c(NCCC2=CCCCC2)c([N+](=O)[O-])c1	-0.6	-16	5.5	-3	2	2.2	0.7	8	-0.3	-1.7	4
CC(=O)N1c2ccc(S(=O)(=O)NCC3CCC(C(=O)NC4CCC(C)CC4)CC3)cc2CC1C (configuration not stated)	-1.1	-15	-2.4	4	-3	-0.6	-1.1	-7	-1.5	-1.4	-2
CN(CCc1ccccn1)C(=O)c1cc(COc2ccc(F)cc2F)on1	0.4	-2	-1.5	2	2	2.1	-1.4	0	-2.1	-0.9	4
Cc1ccc(-c2csc3ncn(CC(=O)NCC(c4ccco4)N4CCCC4)c(=O)c23)cc1 (configuration not stated)	-0.2	0	4.2	-9	-2	-0.3	0.3	0	-1.4	-0.5	-3
O=C(Nc1ccccc1-c1ccccc1NC(=O)c1ccco1)c1ccco1	-2.0	0	-2.1	6	-2	-1.1	0.8	-4	-2.9	-1.2	-3
CC(=O)Nc1ccc(C(=O)OCC(=O)N2CCN(C(=O)c3ccco3)CC2)cc1	-1.5	3	-1.2	-5	0	0.1	-1.1	-8	1.6	-1.5	0
O=c1oc2ccccc2c(Nc2cccc3ccccc23)c1[N+](=O)[O-]	1.5	-21	-2.2	1	-4	0.0	0.1	-27	3.4	-0.7	6
CCOC(=O)c1cnn(-c2ccc([N+](=O)[O-])cc2)c1N	0.2	0	-0.1	4	-4	-0.2	1.3	5	0.2	-1.2	-7
C=CCNC(=O)c1ccc2c(=O)n(Cc3ccccc3OC)c(=S)[nH]c2c1	-2.6	7	-1.2	-3	-2	-0.2	-0.2	-8	-1.6	-1.6	11
CCCOc1ccc(/C=N/Nc2cccc([N+](=O)[O-])c2)c(O)c1	-0.2	1	3.2	0	0	-0.6	1.1	0	6.3	-1.5	5
COC(=O)C1=C(C)N(Cc2ccc(Br)cc2)C(=S)NC1c1ccc(OC)cc1 (configuration not stated)	-1.3	2	0.5	-18	-3	.	-0.5	8	.	-1.6	-7
Cc1ccccc1NCCC(=O)Nc1ccc(Cl)cc1	-1.7	0	1.9	-3	-1	-0.8	-0.2	5	0.6	-1.1	-4
Cc1ccc(-c2nc3c4ccccc4ccn3c2Cc2cccc(F)c2)cc1	3.9	1	2.2	11	6	.	0.7	-45	.	0.3	13
CCN1CCN(C(=O)CS(=O)(=O)Cc2nc(-c3ccccc3C)oc2C)CC1	-0.1	0	-1.8	4	2	-0.1	-0.1	-10	1.2	-1.5	-4
Cc1cccc(-n2nnc(C(=O)NCc3ccccc3Cl)c2N)c1	-2.1	-4	0.4	1	-5	-0.7	-0.5	1	1.5	-1.6	-5
COc1ccc(NC(=O)CCN2C(=O)C3C4CCC(C4)C3C2=O)cc1 (configuration not stated)	-0.3	-1	1.4	3	0	-0.1	-0.3	3	0.2	-1.4	6
O=C(COC(=O)/C=C/c1ccc(Cl)cc1Cl)NCc1ccco1	1.2	-3	0.2	1	-2	-0.3	0.6	0	1.9	-1.8	10
COC(=O)C1=C(C)NC(C)=C(C(=O)OC)C1c1ccc(OC(=O)c2oc3ccccc3c2C)c(OC)c1	-0.2	-7	2.6	-1	-3	-1.3	0.1	1	2.7	-0.6	-4
COc1ccc(Cc2nc3ccccc3[nH]c2=O)cc1	-2.4	3	3.4	0	0	-0.7	-0.1	-13	1.3	-0.9	-1
CC(=O)Cc1nsc(NC(=O)c2ccc(COc3ccccc3C)o2)n1	-2.7	-24	-1.2	4	-1	0.3	-0.1	0	-0.2	-0.6	-3
N#Cc1sc2nc(-c3cccs3)cc(-c3ccc(Cl)cc3)c2c1N	-0.8	-7	0.6	-8	-2	0.1	-0.2	-43	4.6	-1.2	15
Cc1cccc(S(=O)(=O)Nc2ccc(-n3c(C)nc4ccccc4c3=O)cc2)c1	2.3	-18	-1.8	-6	-4	0.4	1.5	5	0.1	-1.6	-2
Cc1ccc2[nH]c(=O)c(CN(Cc3cccs3)C(=S)NCc3ccco3)cc2c1	-0.8	1	2.1	2	-1	-0.9	-0.5	2	-1.2	-1.1	-3
COc1ccc(NC(=S)N2CCC(C(=O)N3CCCCCC3)CC2)cc1	-1.8	7	1.8	-1	-1	2.0	0.3	-3	0.3	-1.7	2
COC(=O)C1CCN(S(=O)(=O)Cc2ccccc2)CC1	1.4	7	2.3	-6	1	-0.2	0.1	-4	1.6	-1.4	4
Cc1ccccc1NC(=O)C1C(=O)Nc2ccccc2C(=O)N1Cc1ccccc1 (configuration not stated)	-0.1	-6	1.5	7	-2	.	2.4	-27	.	-0.6	-2
CCc1ccccc1C1C(=O)c2ccccc2C1=O	-0.8	5	1.5	0	-5	-0.5	1.1	0	0.3	-1.2	1
Cc1ccc2cccc(Oc3ncnc4scc(-c5ccc(Cl)cc5)c34)c2n1	-2.4	-5	-2.8	-9	-4	-1.2	-0.5	-2	2.6	-1.6	-18
O=C(CN1C(=O)C2C3C=CC(C3)C2C1=O)Nc1cccc(S(=O)(=O)N2CCCC2)c1 (configuration not stated)	-0.2	-3	1.9	3	-2	0.5	-0.6	-4	2.4	-0.8	2
O=S(=O)(Nc1cc(Cl)cc(Cl)c1)N1CCOCC1	1.7	-6	-0.7	2	3	-0.2	-1.2	-2	2.1	-1.1	2
Cc1ccccc1NC(=O)Cc1nnc(SCC(=O)N2CCN(c3ccccc3)CC2)n1C	-1.6	0	0.0	-5	-1	-0.4	-0.2	3	-1.5	-1.3	0
COc1ccc(OC)c2[nH]c(=O)c(CCNC(=O)c3ccc(S(=O)(=O)N4CCCC4)cc3)cc12	-1.2	2	0.8	0	2	-0.7	1.2	10	0.6	-1.7	-5
Cc1cccnc1NC(=O)c1ccc(COc2ccccc2)o1	-2.7	-5	-1.7	10	3	-0.1	0.1	-11	1.6	-1.5	5
CCOC(=O)Cn1c(=O)oc2cc(S(=O)(=O)Nc3ccc(F)cc3)ccc21	-1.2	-10	0.5	5	0	-0.6	0.7	-1	-0.3	-1.1	4
O=C(NCCCN1CCOCC1)C(=O)NCC1CCCO1 (configuration not stated)	-0.7	9	1.5	2	-6	-0.1	-0.5	0	1.9	0.0	-2
O=c1cc(CSc2nnc(-c3cccnc3)n2-c2ccccc2F)nc2sccn12	1.6	-3	0.9	2	-1	0.2	0.2	-14	0.9	-1.8	0
Cc1cc(C(=O)NNC(=O)CCCOc2ccccc2)c(C)o1	-1.2	3	-1.1	-7	-1	-0.4	2.0	3	0.0	-1.0	1
O=C(COC(=O)c1ccc(Cl)nc1)NCc1cccs1	0.1	-1	0.7	1	-1	1.7	-0.5	-3	2.1	-1.2	5
Cc1oc(-c2ccc(Cl)cc2)cc1C(=O)/C(C#N)=C/Nc1ccccc1	3.9	-12	-0.4	-2	3	-0.5	0.3	-7	-0.5	-1.3	5
Cc1cc2c(n1-c1ccc(Cl)cc1)CC(C)(C)CC2=O	-2.4	-30	1.0	-5	0	-1.1	-0.4	2	-0.3	-1.1	-10

# New compounds follow
SMILES	hcDAF-12 act	HGIII-sPLA2 inh	hgDAF-12 ag	GC-B act	SMARCA2 activ	DAX1 inh-1	DAX1 inh-2	ADAM10 inh	FXN GAA850 act	ssDAF-12 act	NPR1 activator
Cc1cc(NC(=O)c2sc3ccccc3c2O)no1	12*	10	7.6	3	6	1.2	6.5*	i	3.9	0.7	-1
COC(=O)c1ccc(CNC(=O)C(Cc2ccccc2)NC(=O)c2ccccc2)cc1 (configuration not stated)	-2.7	-9	-2.1	9	-1	1.8	1.5	1	-1.1	-0.9	-3
COC(=O)Cn1c(O)c(N=NC(=O)c2ccc3c(c2)OCO3)c2ccccc21	3.7	2	1.4	.	-3	2.5	-0.5	-8	2.1	-0.7	.
Cc1ccc(/C=N/NC(=O)CN2CCN(Cc3ccccc3)CC2)o1	0.5	1	2.2	3	-3	-1.8	0.2	1	-1.2	-1.5	0

# Screens deposited in PubChem by several laboratories.
